# Screening results deposited in PubChem BioAssay by The Scripps Research Institute Molecular Screening Center.
# CCHFV vOTU inh – CCHFV vOTU protease inhibition. 370,000 compounds, 0.55% hits. inhibition, % at 11.5 µM. AID 651958. Pep-AMC fluorescence; in the data active = inhibition above about 30%; note: 0% = vehicle wells with enzyme and 100% = no enzyme wells
# PrPC TRFRET – reduces human prion protein on the cell surface; P04156; inhibition, % at 13.8 µM; 370,000 compounds, 0.43% hits; cell surface PrPC, TR-FRET read-out; in the data active = inhibition above about 24%; note: 0% = median of the test wells and 100% = reference compound wells
# Starred values were filed as active, the others as inactive. Some of the compounds tested (hit frequency here may not be typical).
SMILES,CCHFV vOTU inh,PrPC TRFRET
COc1cc(OC)c2c(O)c3c(=O)cc(C)oc3c(-c3c(OC)cc4cc5c(c(O)c4c3O)C(=O)CC(C)(O)O5)c2c1 (stereo unspecified),5,-2
COCCCN1C(=O)[C@H](CC(=O)NCc2ccc(C)o2)[C@]2(C(=O)OC)CCCCC=C12,7,-5
C[C@@H]1N[C@H]2N(C1=O)c1ccccc1[C@@]21C[C@@H]2C(=O)N[C@](C)(O1)c1nc3ccccc3c(=O)n12,-2,-4
CC(c1c[nH]c2ccccc12)c1c[nH]c2ccc(Br)cc12 (stereo unspecified),5,-5
C[C@@H]1CCCN1c1cccc2c1S(=O)(=O)N1CC[C@H](C1)O2,-6,-2
O=C(CSc1ccccc1)N1CCC(Oc2cccnc2)CC1,-2,0
C=CCN(CC#CCN(C)C(=O)c1cccn1C(=O)OC(C)(C)C)Cc1ccc(OC)cc1OC,22,3
O=C(c1cccc(Br)c1)N1CCC(Oc2cccnc2)CC1,-1,7
C=CCN1[C@H](CO)[C@H](c2ccc(C#CC3(O)CCCC3)cc2)[C@@H]1C#N,2,0
CCOc1ccc(CCNC(=O)c2cc3ccsc3n2C)cc1OC,11,14
COc1ccc(-n2c(SCC(=O)Nc3ccc(Oc4ccccc4)cc3)nnc2-c2cccnc2)cc1,8,-10
O=C(C1CCCN1S(=O)(=O)c1ccc(Cl)s1)N1CCc2ccccc2C1 (stereo unspecified),-2,-6
COC(=O)[C@]12C[C@H](CC(=O)NCC3CCCCC3)C(=O)N(Cc3ccco3)C1=C[C@H](COCc1ccccc1)O[C@@H]2C,12,-5
O=C1C(NC(=O)N2c3ccccc3C=Cc3ccccc32)CCCCN1Cc1ccc(Cl)cc1 (stereo unspecified),5,-6
CN(CCc1ccccn1)C(=O)c1ccc2c(c1)ncn2C1CCCCC1,-7,3
O=S1(=O)c2c(NCc3ccco3)cccc2Oc2ccccc2CN1Cc1cn(Cc2ccc(C(F)(F)F)cc2)nn1,6,-4
O=C(CSc1nnc(-c2ccccn2)n1-c1ccccc1)c1ccc(F)cc1,4,-1
COC(=O)[C@]12C[C@H](CC(=O)N3CCN(C(=O)C4CC4)CC3)C(=O)N(CCc3ccc(OC)c(OC)c3)C1=C[C@H](C1CCCC1)O[C@@H]2C,0,-7
COc1cccc(NC(=O)n2ccc3ccc(-c4ccc5ccn(C(=O)Nc6cccc(OC)c6)c5c4)cc32)c1,3,4
COc1cccc(-c2nnc(SCc3cc(C)ccc3C)n2Cc2ccco2)c1,12,8
O=C(C1CCCN1S(=O)(=O)c1cccc([N+](=O)[O-])c1)N1CCN(c2ccccc2)CC1 (stereo unspecified),5,-14
C[C@H](O)[C@@H]1CN2CCc3ccc(N4CCOCC4)cc3[C@@H]2C[C@@H]1N(C)C(=O)c1cccc(Cl)c1,-8,0
COC(=O)[C@@]12CCCCC=C1N(CCc1ccc(Cl)cc1)C(=O)[C@H]2CC(=O)NCc1ccc(OC)c(OC)c1,8,-4
N#CC1c2ccccc2-n2nncc2CN1C(=O)c1cccnc1 (stereo unspecified),-5,-3
Cc1ccc2c(c1)C1CS(=O)(=O)N(CC(C)C)C(=O)N1C2 (stereo unspecified),-1,9
Cc1nn(-c2ccccc2)c2sc(C(=O)NC3CCCc4ccccc43)cc12 (stereo unspecified),-2,-6
C[C@H]1CCC/C=C/C(=O)c2c(cc(O)c(Cl)c2O)CC(=O)O1,1,5
N#CCC[C@H]1CC[C@]2(CCCN(C(=O)c3ccno3)C2)O1,8,-8
O=C(NC1CC1c1ccccc1)N1CCC(c2nc3ccc(Cl)cc3[nH]2)CC1 (stereo unspecified),15,-6
COC(=O)CSc1nnc(-c2ccc(NS(=O)(=O)c3ccc(C)c(C)c3)cc2)o1,6,3
COc1ccc(-n2c(SCC(=O)Nc3ccc(OCc4ccccc4)cc3)nnc2-c2ccc(C)cc2)cc1,6,4
O=S1(=O)c2c(cccc2N2CC[C@H](O)C2)OCCCN1C1CC1,-1,-3
COc1ccc(N2CCN(CCNS(=O)(=O)c3ccc([N+](=O)[O-])cc3)CC2)cc1,-8,-28
CCCN(CC1CC1)C(=O)CN1C(=O)C2CCCCN2C(=O)c2ccccc21 (stereo unspecified),1,7
O=C(CN1CCC(NC(=O)Nc2ccc(Cl)cc2)CC1)Nc1ccc2c(c1)OCCO2,2,-5
CN(Cc1ccccc1F)C(=O)C1C2C=CC3(CN(Cc4ccccc4)C(=O)C13)O2 (stereo unspecified),-3,-3
COc1ccc(C(=O)OCCCN(C)C2CN(Cc3cn(Cc4ccccc4F)nn3)S(=O)(=O)C2)cc1OC (stereo unspecified),-7,12
O=C(Nc1ccc(F)cc1F)c1cc(-c2ccc(Cl)cc2)nc2ccccc12,-6,-11
C/C(C=NNC(=O)CSc1nnc(-c2ccccc2)n1-c1ccc(C)cc1)=C\c1ccco1,5,3
COC(=O)[C@]12C[C@H](CC(=O)NCc3ccc(C)o3)C(=O)N(CCC3=CCCCC3)C1=C[C@H](C1CCCC1)O[C@@H]2C,8,-3
Cc1ccc(NC(=S)NNC(=O)CSc2nnc(SCc3ccccc3Cl)s2)cc1,13,3
CC(C)CNC(=O)OCc1cn(Cc2ccccc2Cl)nn1,6,0
COC(=O)C12CCCN1C1C(=O)N(Cc3ccc(C(N)=O)cc3)CC1C2 (stereo unspecified),-5,3
C[C@@H]1OCN(C)[C@H]2C[C@H]3c4[nH]c5cccc(-c6ccc7c(c6)OCO7)c5c4CCN3C[C@@H]12,-10,-14
CCN(CC)C(=O)CC[C@H]1CC[C@]2(CCCN(C(=O)c3cccnc3)C2)O1,-8,2
CC(=O)CC[C@H]1CC[C@]2(CCCN(S(=O)(=O)c3ccccc3)C2)O1,1,4
CC(C)c1nc(N(C)S(C)(=O)=O)nc(-c2ccc(F)cc2)c1/C=C/[C@H](O)C[C@@H](O)CC(=O)O,11,4
COC(=O)c1ccc(Cn2ccc3ccc(-c4ccc5ccn(Cc6ccc(C(=O)OC)cc6)c5c4)cc32)cc1,9,-1
COc1cccc(N2CCN(CC(=O)NCc3ccccc3C)CC2)c1,-1,-10
CCCCNC(=O)C[C@H]1C[C@@]2(C(=O)OC)C(=C[C@H](C3CCCC3)O[C@@H]2C)N(CCC2=CCCCC2)C1=O,11,-7
CC(C)C[C@H]1COc2cccc(F)c2S(=O)(=O)N1C,17,5
CCC(C)N(C(=O)c1ccc(CNC(=O)c2cccc(Br)c2)cc1)C(C)CC (stereo unspecified),22,2
CC(CCN1CCC(C(O)(c2ccccc2)c2ccccc2)CC1)Oc1ccc(Cl)cc1 (stereo unspecified),8,-12
CCOc1ccc(-n2c(SCC(=O)c3ccc4ccccc4c3)nnc2-c2ccco2)cc1,16,-2
O=C(c1ccncc1)N1CC[C@H]2[C@H](CCCN2Cc2cc(F)cc(F)c2)C1,2,-7
Cn1c(=O)c2cc(S(=O)(=O)N3CCN(c4ccc(F)cc4)CC3)ccc2n(C)c1=O,0,3
CC(=O)c1cc(-c2ccc(S(C)(=O)=O)cc2)c(=O)n2c1CCC2,-33,0
COc1ccc(/C=C2/CN(Cc3ccc(OC)cc3OC)C3=N[C@H](c4ccccc4)CC(=O)N32)cc1,2,-2
COc1ccc(-n2c(SCC(=O)Nc3cc(C)c(NC(=O)c4ccccc4)cc3OC)nnc2-c2ccccc2F)cc1,2,-7
CC[C@H]1C=C[C@@H](C(=O)NS(=O)(=O)c2ccc(C)cc2)N(C(C)=O)C1,-5,-5
# Next entries
SMILES,CCHFV vOTU inh,PrPC TRFRET
CC(C)(C)N1Cc2nnn(Cc3ccccc3)c2-c2cc(F)ccc2S1(=O)=O,-3,0
Cc1cc(NS(=O)(=O)c2ccc(NC(=O)CSc3nnc(-c4cccnc4)n3-c3ccccc3)cc2)nc(C)n1,2,5
Cc1ccc(-c2cc(C(=O)NN=C/C=C/c3ccco3)[nH]n2)cc1C,28,2
O=C(OC12CCCN(C1)/C(=C/c1ccncc1)C2)c1ccc(F)cc1 (stereo unspecified),6,-8
COc1ccccc1N1CCN(S(=O)(=O)c2ccc3c(c2)n(C)c(=O)c(=O)n3C)CC1,0,6
N#CCC[C@@H]1CC[C@]2(CCCN(C(=O)c3ccc4ccccc4n3)C2)O1,6,12
C[C@@H]1CCN(C2CC2)S(=O)(=O)c2c(cccc2N2CCC[C@@H]2CO)O1,-4,7
COC(=O)c1ccc(Cn2ccc3ccc(-c4ccc5ccn(Cc6ccc(OC)cc6)c5c4)cc32)cc1,11,7
COC(=O)[C@H](C(C)C)N(Cc1cn(Cc2ccccc2)nn1)S(=O)(=O)c1ccc(F)cc1Br,13,4
CCOC(=O)[C@]12CCCC=C1N(Cc1ccc(OC)cc1)C(=O)[C@@H]2CC(=O)NCCCOC,-6,-5
CCC(=O)N1CCc2cc(Br)c(S(=O)(=O)NCCCN(C)Cc3ccccc3)cc21,-3,-9
O=C(NCCc1c[nH]c2ccccc12)OCc1cn(Cc2ccc(F)cc2F)nn1,1,22
O=C(c1cc(-c2ccccc2)on1)N1CCC(Oc2cccnc2)CC1,-7,2
CC(NCc1ccco1)C(=O)N1CCCCC1 (stereo unspecified),-2,7
Cc1ccc(Cn2nnc3c2-c2ccccc2S(=O)(=O)N(C)C3)cc1,5,-6
CC(=O)CC[C@H]1CC[C@]2(CCCN(C(=O)c3ccccc3)C2)O1,4,4
COC(=O)c1ccccc1NC(=O)NCC1CCN(Cc2ccc(OC)cc2)CC1,-2,-9
COC(=O)[C@]12C[C@H](CC(=O)NCc3ccccc3)C(=O)N(CCc3ccc(OC)c(OC)c3)C1=C[C@H](COCc1ccccc1)O[C@@H]2C,-2,-8
O=C(Nc1ccc(F)cc1)OC1CC2CC1[C@H]1CCCCN1[C@H]2Cc1ccccc1 (stereo partly specified),-2,-3
CC(c1ccccc1)n1cc(C(=O)N2CCCC2)nn1 (stereo unspecified),-4,1
CCOC(=O)C(=O)N(Cc1ccccc1)c1ccccc1C(=O)Nc1cc(OC)ccc1OC,19,4
COc1ccc(S[C@]2(C(=O)N(C)C)CC(=O)N(c3ccc(OC)cc3)[C@@H]2c2ccc(OC)cc2)cc1,1,2
Cc1nc2ccc(C(=O)N3CCN(C(=O)C(Cl)Cl)CC3)cc2n1C1CCCC1,3,-6
Cc1ccc(NC(=O)OC2CCC23CCCCC3)cc1 (stereo unspecified),0,5
O=S1(=O)c2ccc(N3CCCC3)cc2Oc2ccccc2CN1Cc1cn(Cc2cccc(C(F)(F)F)c2)nn1,23,5
O=C(CCc1ccccc1)N[C@H]1[C@H](O)CCC[C@@]12C(=O)N(Cc1ccccc1)c1ccc(-c3ccccc3)cc12,10,-4
O=C(CSc1nnc(-c2ccccc2)n1-c1ccccc1)Nc1ccc(Oc2ccccc2)cc1,-4,-3
Cc1ccc(NC(=O)[C@H]2CC(=O)O[C@@H]2c2ccccc2)cc1C,4,-4
O=C1N(CCCO)CCC12CCCCC2,-11,-6
C[C@@H]1COc2cc(Br)ccc2S(=O)(=O)N1Cc1cn(Cc2ccc(F)cc2)nn1,-5,-6
CC(C)CNc1cccc2c1S(=O)(=O)N(Cc1cn(Cc3cccc(C(F)(F)F)c3)nn1)Cc1ccccc1O2,14,-7
COC(=O)[C@]12C[C@H](CC(=O)NCc3cccc4ccccc34)C(=O)N(Cc3cccc4ccccc34)C1=C[C@H](C1CCCC1)O[C@@H]2C,12,-4
CCCCN=C(N)NC(=O)OCc1ccccc1,-6,3
COc1ccc(S[C@]2(C(=O)N3CCN(c4ncccn4)CC3)CC(=O)N(c3ccc(OC)cc3)[C@@H]2c2ccc(OC)cc2)cc1,-2,-8
CCOC(=O)CNC(=O)C(Cc1ccc2c(c1)OCO2)NC(C)=O (stereo unspecified),1,-5
O=S1(=O)c2c(cccc2N2CC[C@H](O)C2)O[C@@H]2CCN1C2,-3,0

# Compounds from the list above with an aryl thioether with sulfur outside any ring:
SMILES,CCHFV vOTU inh,PrPC TRFRET
O=C(CSc1ccccc1)N1CCC(Oc2cccnc2)CC1,-2,0
COc1ccc(-n2c(SCC(=O)Nc3ccc(Oc4ccccc4)cc3)nnc2-c2cccnc2)cc1,8,-10
O=C(CSc1nnc(-c2ccccn2)n1-c1ccccc1)c1ccc(F)cc1,4,-1
COc1cccc(-c2nnc(SCc3cc(C)ccc3C)n2Cc2ccco2)c1,12,8
COC(=O)CSc1nnc(-c2ccc(NS(=O)(=O)c3ccc(C)c(C)c3)cc2)o1,6,3
COc1ccc(-n2c(SCC(=O)Nc3ccc(OCc4ccccc4)cc3)nnc2-c2ccc(C)cc2)cc1,6,4
C/C(C=NNC(=O)CSc1nnc(-c2ccccc2)n1-c1ccc(C)cc1)=C\c1ccco1,5,3
Cc1ccc(NC(=S)NNC(=O)CSc2nnc(SCc3ccccc3Cl)s2)cc1,13,3
CCOc1ccc(-n2c(SCC(=O)c3ccc4ccccc4c3)nnc2-c2ccco2)cc1,16,-2
COc1ccc(-n2c(SCC(=O)Nc3cc(C)c(NC(=O)c4ccccc4)cc3OC)nnc2-c2ccccc2F)cc1,2,-7
Cc1cc(NS(=O)(=O)c2ccc(NC(=O)CSc3nnc(-c4cccnc4)n3-c3ccccc3)cc2)nc(C)n1,2,5
COc1ccc(S[C@]2(C(=O)N(C)C)CC(=O)N(c3ccc(OC)cc3)[C@@H]2c2ccc(OC)cc2)cc1,1,2
O=C(CSc1nnc(-c2ccccc2)n1-c1ccccc1)Nc1ccc(Oc2ccccc2)cc1,-4,-3
COc1ccc(S[C@]2(C(=O)N3CCN(c4ncccn4)CC3)CC(=O)N(c3ccc(OC)cc3)[C@@H]2c2ccc(OC)cc2)cc1,-2,-8
